# GLD-1 RNA inh = GLD-1/TGE RNA complex disruptors, primary screen, biochemical, fluorescence polarization | Female germline-specific tumor suppressor gld-1 (Caenorhabditis elegans), Q17339 | purified GLD-1 + fluorescein TGE RNA | inhibition, % at 5.96 µM | actives 0.44% (n = 320,000);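 active = percent inhibition above a per-plate cutoff, the plate mean of test compounds plus 3 SD, cut at about 30% in these data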;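 also: 0% = DMSO wells with GLD-1 and probe and 100% = wells lacking GLD-1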
# MEX-5 binding = MEX-5 zinc finger RNA-binding disruptors – biochemical, C. elegans, fluorescence polarization, MLPCN library, primary screen. Zinc finger protein mex-5 (Caenorhabditis elegans), Q9XUB2. MEX-5/FITC-TCR2 RNA binding; active compounds read low. activity score (negative = inhibition of binding), % at 10 µM. actives 0.38% (n = 300,000). AID 1832, 2009;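 active = inhibition past about -25% in most replicates, and total fluorescence under double the plate's negative control median, limit read from the data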;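 also: 0% = DMSO and -100% = 5 µM competing unlabeled TCR2 RNA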
# VLA-4 inh = inhibition in human VLA-4 binding assay, primary screen, VLA-4 allosteric modulator project, MLPCN library, flow cytometry, VLA-4 expressing cells; Integrin alpha-4 (Homo sapiens), P13612; ligand binding flow cytometry; inhibition, % (about 7 µM as worked out from the volumes in the protocol); actives 0.2% (n = 330,000); in the data active = inhibition above about 50%
# GRK2 inh = compounds blocking aptamer binding on GRK2 – biochemical, human GRK2, bead flow cytometry, HTS, primary screen | Beta-adrenergic receptor kinase 1 (Homo sapiens), P25098 | FAM-aptamer displacement from GRK2 | inhibition of aptamer binding, % at 10 µM | actives 0.59% (n = 330,000) | AID 488847, 2010;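 active = inhibition of aptamer binding above 40%, roughly 3 SD of noise, on plates passing a quality check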;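 also: median bead fluorescence of bound FAM aptamer so fluorescent compounds give negative values; no value below 0 was filed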
# Target sequence (P25098 whole entry, looked up): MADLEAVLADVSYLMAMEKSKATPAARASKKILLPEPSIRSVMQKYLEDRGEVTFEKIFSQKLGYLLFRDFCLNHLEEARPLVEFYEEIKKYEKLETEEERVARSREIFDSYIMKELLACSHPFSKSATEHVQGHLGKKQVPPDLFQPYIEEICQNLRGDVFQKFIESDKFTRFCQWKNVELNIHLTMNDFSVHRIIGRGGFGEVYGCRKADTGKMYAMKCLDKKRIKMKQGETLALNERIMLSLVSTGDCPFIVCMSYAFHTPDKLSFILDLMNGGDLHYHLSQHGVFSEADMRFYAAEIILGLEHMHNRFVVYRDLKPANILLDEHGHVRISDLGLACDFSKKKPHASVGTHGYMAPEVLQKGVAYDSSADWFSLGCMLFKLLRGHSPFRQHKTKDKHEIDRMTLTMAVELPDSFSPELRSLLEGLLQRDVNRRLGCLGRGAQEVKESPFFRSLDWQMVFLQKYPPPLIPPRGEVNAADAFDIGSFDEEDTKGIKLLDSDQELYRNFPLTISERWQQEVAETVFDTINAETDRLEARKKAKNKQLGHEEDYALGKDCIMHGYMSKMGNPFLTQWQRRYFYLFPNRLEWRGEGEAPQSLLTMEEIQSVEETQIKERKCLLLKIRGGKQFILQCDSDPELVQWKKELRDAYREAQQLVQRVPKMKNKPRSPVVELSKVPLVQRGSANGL
# AGP1 TOR yeast = modulators of AGP1-GFP expression in yeast TOR pathway, primary screen, cell-based, multiplex flow cytometry, S. cerevisiae, MLPCN library; 3 h; GFP as percent of DMSO wells; GFP response vs DMSO, % at 10 µM; actives 0.02% (n = 320,000); AID 2066, 2009;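 active = GFP response relative to DMSO above a set limit, near screen average plus 3 SD, cut at about 150% in these data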;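 also: median GFP channel fluorescence of the gated AGP1 strain per well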
# BCLXL inh = inhibitors of human Bcl-xL, primary screen, biochemical, fluorescence polarization, HTS | inhibition, % at 10.9 µM | actives 0.7% (n = 320,000) | Bcl-2-like protein 1 (Homo sapiens), Q07817 | GST-Bcl-xL / FITC-Bim BH3 peptide fluorescence polarization;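 active = inhibition above the mean of all tested compounds plus 3 SD, cutoff set per campaign, cut at about 30% in these data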;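 also: 0% = DMSO wells and 100% = unlabeled Bim-BH3 peptide competitor; inhibitors lower millipolarization by displacing the labeled peptide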
# Target sequence (Q07817 whole entry, looked up): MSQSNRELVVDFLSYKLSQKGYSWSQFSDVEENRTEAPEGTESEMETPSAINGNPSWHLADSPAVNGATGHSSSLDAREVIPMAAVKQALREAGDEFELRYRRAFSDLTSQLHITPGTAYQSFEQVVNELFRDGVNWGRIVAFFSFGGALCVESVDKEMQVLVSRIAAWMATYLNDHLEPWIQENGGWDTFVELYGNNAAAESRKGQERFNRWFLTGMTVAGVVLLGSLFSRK
# MCL1 BIM primary = inhibitors of MCL1 binding to BIM-BH3, primary screen, biochemical, fluorescence polarization | inhibition, % at 10.9 µM | actives 0.68% (n = 320,000) | GST-MCL1 / FITC-Bim-BH3 fluorescence polarization | AID 2057, 2009;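 active = inhibition above the mean inhibition of all tested compounds plus 3 SD, set per campaign, cut at about 40% in these data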;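 also: 0% = DMSO wells and 100% = unlabeled Bim-BH3 peptide control; higher means more loss of mP so more displacement of Bim peptide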
# CIT2-GFP yeast = modulators of CIT2-GFP expression in yeast, primary screen, S. cerevisiae, GFP fusion, multiplex flow cytometry, MLPCN library; GFP response vs DMSO, % at 10 µM; actives 0.065% (n = 320,000); AID 2029, 2009; S. cerevisiae CIT2-GFP strain, 3 h; 100 means same as DMSO wells;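 active = GFP response relative to DMSO above a set limit, near the screen mean plus 3 SD, cut at about 150% in these data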;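 also: ratio of well median GFP fluorescence to mean of DMSO wells on the plate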
# Yeast superoxide = reduction of superoxide in aged yeast, primary screen, HTS; S. cerevisiae aged cells, superoxide DHE fluorescence; active compounds read low; superoxide response (% of plate mean), % at 10 µM; actives 0.18% (n = 330,000);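 active = superoxide response under a set limit, about three screen SD below normal, cut at about 65% in these data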;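 also: yeast aged for seven days with compound at 30 °C before DHE staining; 100% = average MFI of all compound-treated wells on the plate with controls excluded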
# The depositor's hits bear a star; . = no result given. Compounds were not picked by outcome; about 2.1% have a hit in one of these screens.
SMILES,GLD-1 RNA inh,MEX-5 binding,VLA-4 inh,GRK2 inh,AGP1 TOR yeast,BCLXL inh,MCL1 BIM primary,CIT2-GFP yeast,Yeast superoxide
COc1c2c(nc3ccccc13)OC(C(C)(O)CO)C2 (stereo not given),0,0.8,9,0,93,5,13,92,112
CCCCN(C)C(=O)c1cn(C)c2ccc(S(=O)(=O)N(C)C)cc2c1=O,2,-0.8,12,0,103,-2,0,98,99
O=C(c1ccc(Cl)c(S(=O)(=O)N2CCOCC2)c1)N(Cc1nnc(-c2ccccc2Cl)o1)C1CC1,-3,1.2,-2,0,104,0,-5,89,105
CN1CCN(c2nc(-c3cc4ccccc4o3)cs2)CC1,3,-0.3,33,0,87,3,1,91,114
CCCCCOc1ccc(NC(=O)C(=O)NCCC2=CCCCC2)cc1,9,0.7,10,2,.,2,0,105,102
CC1CN(C(=O)COC(=O)c2cccc(NS(=O)(=O)c3ccccc3)c2)CC(C)O1 (stereo not given),3,-2.3,15,0,97,-5,-17,88,123
CN(CC(=O)Nc1cc(Cl)cc(Cl)c1)Cc1cccs1,6,0.3,-3,0,101,2,-1,106,86
COC(=O)c1ccc(NC2CC(=O)N(c3ccccc3C)C2=O)cc1 (stereo not given),3,1.6,-2,0,94,-1,2,89,100
CCCCn1cnc2sc3c(c2c1=N)CCCC3,-8,0.1,-7,1,110,5,4,112,91
O=C1CSC(c2ccccc2)N1c1ccccc1F (stereo not given),3,1.8,13,0,101,3,0,104,93
O=C(CNC1CCCCCC1)Nc1ccc(N2CCCC2)cc1,5,2.7,12,0,103,3,4,99,100
CC(C)c1ccc(OCc2nnc(SCC(=O)N3CCCCC3)o2)cc1,0,-1.0,-10,0,79,0,4,87,98
CC(=O)Nc1cc(-c2ccccc2)nn1Cc1ccc(Cl)cc1,-4,0.7,8,0,99,-3,0,98,114
CCOc1ccccc1OCCC(=O)Nc1ccc2c(c1)OCO2,-1,.,1,0,100,.,.,105,86
Cc1ccc(C)c(C(=O)CSc2nc(C)cc(=O)[nH]2)c1,-1,-0.8,5,0,98,4,10,103,99
COc1cccc(OCc2cc(C(=O)N(C)C3CC(C)(C)NC(C)(C)C3)no2)c1,4,3.1,3,0,93,-2,0,99,91
CCOC(=O)N1CCC(=NNc2ncc(C(F)(F)F)cc2Cl)CC1,1,.,0,0,98,2,-3,98,110
O=c1[nH]c([N+](=O)[O-])nn1C(c1ccccc1)c1ccccc1,-3,-3.9,3,4,101,4,5,103,100
CC(c1ccccc1)C(CC(=O)O)C(=O)Nc1ccc(Cl)c(Cl)c1 (stereo not given),6,2.4,-1,.,91,2,-3,94,110
C[C@H](NC(=O)OC(C)(C)C)C(=O)N/N=C/C1=Cc2ccccc2OC1,8,-3.2,10,1,93,7,4,96,99
CCOc1ccc(CN(C)CC(=O)Nc2cc(OC)c([N+](=O)[O-])cc2C)cc1,3,-1.4,-5,0,116,-1,-12,119,101
COc1ccc(C(=O)CSc2nnc(Cn3nnc4ccccc43)n2C)cc1,1,0.1,1,0,92,-3,-2,90,111
CC1CC(C)CN(C(=O)C2CCC(CNS(=O)(=O)c3ccccc3)CC2)C1 (stereo not given),1,-0.3,24,0,97,-1,0,91,103
COCCNC(=O)C(c1ccc(O)cc1)N(Cc1ccccc1)C(=O)CCC(=O)Nc1nccs1 (stereo not given),8,-0.7,-8,1,98,0,6,105,75
Cc1cccc(-n2ncc3c2CCCC3NC(=O)CC(F)(F)F)c1C (stereo not given),-1,-3.2,20,7,98,0,1,101,85
O=C(Cn1cnc2c(nnn2Cc2ccc(F)cc2)c1=O)N1CCN(c2ccccc2)CC1,-3,.,7,1,100,-3,-1,99,132
CCOC(=O)c1ccccc1NC(=O)Cn1cnc2c1c(=O)n(C)c(=O)n2C,-2,-0.1,1,0,47,-1,-2,114,93
NC1=NS(=O)(=O)NC1c1ccc(Br)cc1 (stereo not given),-9,-2.1,3,2,111,2,2,112,95
C[C@@H]1CCC(=O)N(CC[C@H](Sc2ccc(Br)cc2)c2ccccc2)CC1,0,.,17,2,96,5,5,101,87
CCn1cc(C2=NC(C(C)C)CO2)c2ccccc21 (stereo not given),3,1.7,-5,2,100,-1,-2,100,91
O=C(COC(=O)c1cccc(O)c1)Nc1ccc(S(=O)(=O)N2CCOCC2)cc1,1,.,13,0,99,8,-2,108,100
CCOc1ccc(S(=O)(=O)NCCC(=O)N2CCN(c3ccccc3O)CC2)cc1,7,-0.5,6,0,111,2,-3,110,100
CC(C)c1onc(C(=O)N2CCCCC2)c1[N+](=O)[O-],1,-0.5,17,0,105,2,0,108,89
Cc1cccc(NC(=O)CSc2nnc(CNC(=O)c3ccc(S(=O)(=O)N(C)C)cc3)n2-c2ccc(F)cc2)c1,-1,0.4,-10,0,110,-2,-7,116,97
Cc1ccc(N(C(C)C(=O)N2CCN(Cc3ccccc3)CC2)S(C)(=O)=O)cc1 (stereo not given),-4,1.7,6,1,100,3,8,106,106
O=[N+]([O-])c1ccc(N/N=C\c2cccn2-c2ccccc2)nc1,-31,1.0,-6,1,91,-31,-52,92,98
CC1(S(=O)(=O)O)CC(=O)c2ccccc2C1=O (stereo not given),3,1.9,8,2,94,3,14,105,99
COc1cc(NC(=O)Cn2cnc(S(=O)(=O)N3CCCC3)c2)cc(OC)c1OC,3,-0.3,1,2,102,2,6,100,91
COc1ccc(OC)c(CN2CCN(C(=O)CNC(=O)c3cc(C)cc(C)c3)CC2)c1,-5,.,3,0,93,2,-4,87,110
COc1cc(OC)c(C(=O)NNC(=O)CN(C)S(=O)(=O)c2ccc(Cl)cc2)cc1OC,9,0.5,23,0,104,3,2,104,93
O=C(NCCCN1CCOCC1)c1cc(S(=O)(=O)N2CCN(c3ccccc3)CC2)ccc1Cl,9,3.8,7,0,102,4,-4,105,101
COc1ccc(CCNC(=O)c2ccc(N(C)S(=O)(=O)c3ccc(C)cc3)cc2)cc1OC,-1,-2.0,9,0,112,-1,6,91,107
Cc1nc(C)c(C(=O)OC(C)C(=O)Nc2ccc(F)cc2)s1 (stereo not given),7,.,7,0,102,0,8,95,99
COc1ccc(C(=O)NCC(=O)N2CCN(c3ccc(Cl)cc3)CC2)cc1,5,-1.1,1,1,92,-5,-1,93,128
c1coc(-c2ccnc(-c3ccncc3)n2)c1,-1,1.5,0,1,91,-2,-3,98,88
Cc1cccc(C)c1OCc1nnc(NC(=O)CSc2ccc(Cl)cc2)s1,-3,0.8,12,0,99,4,7,96,114
Cc1noc(C(=O)N2CCN(Cc3ccc4c(c3)OCO4)CC2)c1Cl,3,-0.1,-6,0,98,-6,-4,101,112
Cc1onc(-c2c(Cl)cccc2Cl)c1C(=O)NNC(=O)c1c(-c2c(Cl)cccc2Cl)noc1C,2,0.2,-4,.,101,4,5,85,97
Cc1ccc(OCCC(=O)OCC(=O)Nc2ccc3c(c2)OCO3)cc1,5,0.4,3,6,98,8,1,100,98
CCCc1cc(C(=O)N2CCCC(CO)(CCCc3ccccc3)C2)n(C)n1 (stereo not given),.,2.3,8,6,89,.,.,93,106
CC(=O)NNC(=O)c1ccncc1,1,0.2,7,0,101,0,-3,99,74
COc1ccc(/C=C/C(=O)Nc2cccc(S(=O)(=O)NC3=NCCCCC3)c2)c(OC)c1,-2,.,-8,0,106,-1,-2,103,114
CC1(c2ccc(OC(F)F)cc2)NC(=O)N(CC(=O)N2CCN(C(=O)c3ccco3)CC2)C1=O (stereo not given),4,.,10,1,100,0,-8,102,79
CSc1nsc(SC)c1C(=O)N1CCN(S(=O)(=O)c2ccc(C)cc2)C1C (stereo not given),3,-1.4,11,4,96,1,7,104,92
CCOCCc1nnc(NC(=O)c2cccs2)s1,-4,-1.7,15,0,109,-2,1,102,99
CCCC(C(=O)NCc1ccc(OC)cc1)N(Cc1ccco1)C(=O)c1snc(C(N)=O)c1N (stereo not given),3,-2.3,0,4,93,3,4,96,100
Cc1ccc(NC(=O)C2CCCN2C(=O)OCc2ccccc2)cc1F (stereo not given),-8,-0.6,0,2,92,0,3,93,115
CC(C)(C)C(=O)C[n+]1ccccc1,1,-0.9,2,3,103,1,7,102,103
COCCN(CCOC)S(=O)(=O)c1ccc(C(=O)NCCCN2CCOCC2)cc1,0,-1.1,-19,3,96,5,4,96,104
CCOC(=O)c1cc2c(ccn2C)n1CC(=O)N(CC)CC,9,-17,27,1,104,3,2,99,116
# Remaining list, next part:
SMILES,GLD-1 RNA inh,MEX-5 binding,VLA-4 inh,GRK2 inh,AGP1 TOR yeast,BCLXL inh,MCL1 BIM primary,CIT2-GFP yeast,Yeast superoxide
Cc1cccc(NC(=O)c2nc[nH]c2C(=O)NCC(=O)OC(C)(C)C)c1,8,-3.1,-2,4,93,4,14,112,105
COc1cc(/C=N/NC(=O)NC2CCCCC2)ccc1O,-1,0.2,13,0,108,7,6,132,95
COc1ccc(C(C)NC(=S)NC2CCCCC2)cc1OC (stereo not given),2,-0.1,-20,0,105,1,2,103,93
Cc1cc(OCCCn2ccnc2)cc(C(C)C)c1,-3,0.0,1,0,109,6,5,106,111
CCOc1ccccc1/C=N\Nc1cnn(Cc2ccccc2)c(=O)c1Cl,5,0.8,2,0,98,7,1,90,98
COCCN(C(=O)CSc1cc(C)c2ccccc2n1)c1c(N)n(CC(C)C)c(=O)[nH]c1=O,-2,.,8,6,111,5,6,99,91
COc1ccc(C(=O)COC(=O)CCCC(=O)NC2CCCCC2)cc1,-1,0.1,0,4,94,7,4,91,93
O=[N+]([O-])c1ccc2nonc2c1Nc1ccccc1,-2,-1.2,9,2,90,-2,7,94,102
COc1ccc(C(=O)NCCn2nc(C)cc2C)cc1OC1CCN(C(C)=O)CC1,0,-1.3,-11,0,107,0,-7,105,92
CCN(CC)S(=O)(=O)c1cc(NC(=O)COC(=O)c2c(C)noc2C)ccc1C,7,.,15,0,99,4,1,99,93
COc1ccc(C(C)=O)cc1CN(C)C,8,-1.1,18,0,102,2,1,98,100
COc1cc(NC(=O)NCC2CCN(Cc3ccccc3F)CC2)cc(OC)c1,.,1.9,5,3,92,.,.,94,104
Cc1ccsc1/C=N/NC(=S)NCc1ccccc1,-1,1.4,1,3,95,4,-2,98,84

# Full records from above:
# Profile of CCOc1ccccc1/C=N\Nc1cnn(Cc2ccccc2)c(=O)c1Cl → GLD-1 RNA inh: 5; MEX-5 binding: 0.8; VLA-4 inh: 2; GRK2 inh: 0; AGP1 TOR yeast: 98; BCLXL inh: 7; MCL1 BIM primary: 1; CIT2-GFP yeast: 90; Yeast superoxide: 98
# Profile of COCCN(C(=O)CSc1cc(C)c2ccccc2n1)c1c(N)n(CC(C)C)c(=O)[nH]c1=O → GLD-1 RNA inh: -2; MEX-5 binding: .; VLA-4 inh: 8; GRK2 inh: 6; AGP1 TOR yeast: 111; BCLXL inh: 5; MCL1 BIM primary: 6; CIT2-GFP yeast: 99; Yeast superoxide: 91

# Bioassay records from PubChem BioAssay.
